NSD2 HMT inh = NSD2 histone methyltransferase inhibitors, primary screen, biochemical, AlphaScreen, single concentration, set 2 | Histone-lysine N-methyltransferase NSD2 (Homo sapiens), O96028 | NSD2 peptide methylation, 120 min | inhibition, % at 12.5 µM | hit rate 0.54% among 310,000 | AID 743445, 2014; in the data active = inhibition above about 50%
Target sequence (O96028 whole entry, looked up): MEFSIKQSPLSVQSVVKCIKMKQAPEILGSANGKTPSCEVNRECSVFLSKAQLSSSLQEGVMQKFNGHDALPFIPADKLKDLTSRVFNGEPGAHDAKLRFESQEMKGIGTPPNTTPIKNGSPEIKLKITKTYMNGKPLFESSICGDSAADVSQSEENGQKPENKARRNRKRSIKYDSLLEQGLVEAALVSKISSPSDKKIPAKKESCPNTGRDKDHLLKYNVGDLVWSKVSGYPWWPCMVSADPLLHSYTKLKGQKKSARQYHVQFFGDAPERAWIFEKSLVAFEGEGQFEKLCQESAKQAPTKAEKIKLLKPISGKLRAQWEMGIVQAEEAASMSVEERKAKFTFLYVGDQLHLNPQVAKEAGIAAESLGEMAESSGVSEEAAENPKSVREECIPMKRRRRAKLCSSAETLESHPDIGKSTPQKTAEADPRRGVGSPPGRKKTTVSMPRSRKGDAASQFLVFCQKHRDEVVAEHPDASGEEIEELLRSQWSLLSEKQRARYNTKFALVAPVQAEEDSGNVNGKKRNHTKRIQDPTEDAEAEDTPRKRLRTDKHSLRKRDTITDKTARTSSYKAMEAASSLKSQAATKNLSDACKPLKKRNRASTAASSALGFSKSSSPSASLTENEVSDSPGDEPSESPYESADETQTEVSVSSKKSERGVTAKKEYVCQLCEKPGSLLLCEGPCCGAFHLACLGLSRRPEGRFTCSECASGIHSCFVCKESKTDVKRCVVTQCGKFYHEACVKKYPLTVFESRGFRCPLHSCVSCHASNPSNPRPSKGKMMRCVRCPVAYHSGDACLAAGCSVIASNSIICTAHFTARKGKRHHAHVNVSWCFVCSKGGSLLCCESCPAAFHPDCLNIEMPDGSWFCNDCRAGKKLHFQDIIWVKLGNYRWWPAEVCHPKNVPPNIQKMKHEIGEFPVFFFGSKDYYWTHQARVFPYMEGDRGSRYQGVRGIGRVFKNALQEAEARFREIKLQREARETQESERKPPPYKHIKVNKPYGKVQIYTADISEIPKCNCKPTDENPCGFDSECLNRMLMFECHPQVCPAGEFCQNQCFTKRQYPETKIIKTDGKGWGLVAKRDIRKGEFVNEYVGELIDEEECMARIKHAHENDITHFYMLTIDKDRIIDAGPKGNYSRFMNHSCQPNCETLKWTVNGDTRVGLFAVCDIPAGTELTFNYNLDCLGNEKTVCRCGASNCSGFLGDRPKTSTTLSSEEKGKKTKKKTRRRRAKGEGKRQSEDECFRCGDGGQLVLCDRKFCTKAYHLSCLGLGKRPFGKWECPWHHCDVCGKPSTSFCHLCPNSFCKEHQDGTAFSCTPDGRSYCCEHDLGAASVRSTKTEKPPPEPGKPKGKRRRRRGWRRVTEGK
* hit, by the source's call. Not all compounds are listed; the hit share may differ from the screen's.

SMILES	NSD2 HMT inh
CCC(=O)N(Cc1cc2cc(OC)ccc2[nH]c1=O)c1ccccc1OC	-0.4
COc1cc(NC(=O)C2(C)CCCN2C(=O)C(C)C)cc(OC)c1OC (stereo unspecified)	-2.0
CS(=O)(=O)N(CC(=O)N1CCc2ccccc2C1)c1ccccc1F	-1.1
CC1CCCN(C(=O)c2ccc3c(=O)n4nc(Nc5ccccc5)sc4nc3c2)C1 (stereo unspecified)	-1.6
CC1(C(=O)Nc2cnc3ccccc3c2)CCN1C(=O)C/C=C/c1ccccc1 (stereo unspecified)	-4.5
CCOC(=O)c1ccccc1NC(=O)Cc1sc(-c2cccnc2)nc1-c1ccc(C)cc1	-1.9
CC(=O)c1ccc(-c2cnc3c(NC=O)cc(-c4ccc(S(C)(=O)=O)cc4)cn23)cc1	-0.8
COc1cccc(C(O)c2ncc(-c3ccccc3)[nH]2)c1 (stereo unspecified)	3.4
CC(C)(C(=O)N1CCC1(C)C(=O)NS(=O)(=O)c1ccc(C#N)cc1)c1ccccc1 (stereo unspecified)	0.6
CCc1nc2c(OCC3CCCCC3)cccn2c1N(C=O)Cc1ccc(OC)cc1	1.0
Cn1c(=O)oc2cc(S(=O)(=O)N3CCN(CCO)CC3)ccc21	-4.1
CC(=O)c1ccc(Nc2nc(C(N)CC(C)C)cs2)cc1 (stereo unspecified)	2.8
COc1cccc(C(O)c2ncc(-c3cccc(F)c3)[nH]2)c1 (stereo unspecified)	2.5
CC(C)S(=O)(=O)c1csc(C(=O)NN)c1Cl	-1.0
O=C(O)C1CCN(C(=O)c2ccc(S(=O)(=O)N3CCCCCC3)cc2)CC1	5.1
Cc1ccc(NC(=O)CN(C)C(=O)COC(=O)COc2cc(C)cc(C)c2)cc1	-0.2
O=C(Nc1ccc(Oc2ccccc2)cc1)c1csc(COCCO)n1	-3.0
O=C(Nc1ccc2c(c1)OCCO2)C(C1CC1)n1c(=O)c(-c2ccco2)nc2ccccc21 (stereo unspecified)	1.8
O=C(NCc1cccs1)C1CCN(S(=O)(=O)c2ccccc2[N+](=O)[O-])CC1	-1.9
CCNc1ccccc1CP(=O)(c1ccccc1)c1ccccc1O (stereo unspecified)	13.6
O=C(Nc1ccc2c(c1)OCO2)C1Cc2c(-c3ccc(Cl)cc3)ccnc2O1 (stereo unspecified)	4.4
Cc1cccc(C)c1C(O)c1ncc(-c2ccc(F)cc2)[nH]1 (stereo unspecified)	-3.4
COc1cc(C(O)c2nc(-c3cc(F)cc(F)c3)cs2)ccc1F (stereo unspecified)	-3.9
COc1ccc(NC(=O)c2ccc3nc(C)c(N(C)C(=O)CCc4ccccc4)n3c2)cc1OC	0.6
CCOCC(=O)Nc1c(C)n(C)n(-c2ccccc2)c1=O	2.3

Retrieved by compound from the list above (seven):
SMILES	NSD2 HMT inh
CC(=O)c1ccc(Nc2nc(C(N)CC(C)C)cs2)cc1 (stereo unspecified)	2.8
CCC(=O)N(Cc1cc2cc(OC)ccc2[nH]c1=O)c1ccccc1OC	-0.4
COc1cc(C(O)c2nc(-c3cc(F)cc(F)c3)cs2)ccc1F (stereo unspecified)	-3.9
O=C(Nc1ccc2c(c1)OCO2)C1Cc2c(-c3ccc(Cl)cc3)ccnc2O1 (stereo unspecified)	4.4
Cc1ccc(NC(=O)CN(C)C(=O)COC(=O)COc2cc(C)cc(C)c2)cc1	-0.2
CS(=O)(=O)N(CC(=O)N1CCc2ccccc2C1)c1ccccc1F	-1.1
COc1cc(NC(=O)C2(C)CCCN2C(=O)C(C)C)cc(OC)c1OC (stereo unspecified)	-2.0

(further entries)
SMILES	NSD2 HMT inh
CC(C)(C)c1ccc(CC(=O)N2CCC2(C)C(=O)NS(=O)(=O)c2cccs2)cc1 (stereo unspecified)	-9.5
O=C(Nc1ccc2c(c1)OCO2)N1CCC(c2nc3ccc(Cl)cc3[nH]2)CC1	6.4
Cc1ccc(S(=O)(=O)NC(=O)C2(C)CCN2C(=O)CC2CCCCC2)nc1 (stereo unspecified)	-0.5
CCCCc1c(-c2ccccc2OC)ncn1C(C)c1ccc(Cl)cc1 (stereo unspecified)	3.7
CS(=O)(=O)c1ccc(Nc2nc(C(N)COCc3ccccc3)cs2)cc1 (stereo unspecified)	3.5
COc1cccc(CNc2nc(NCC3CC3)nc3ccsc23)c1OC	2.2
Cc1ccc(S(=O)(=O)C[C@@H]2OC3CCCCC3N2S(=O)(=O)c2ccc(C)cc2)cc1 (stereo partly specified)	-1.8
CCCCOc1ccc(S(=O)(=O)NC(=O)C2(C)CCN2C(=O)Cc2ccccc2Cl)cc1 (stereo unspecified)	-1.1
CC(=O)NC(c1ccccc1)c1nc(-c2ccc(S(C)(=O)=O)cc2)cs1 (stereo unspecified)	0.6
COc1cc(C=NNC(=O)CN2CCN(Cc3ccc(C)cc3)CC2)cc(OC)c1O	8.0
CCOC(=O)C1C(=O)CC(=O)C(C(=O)OCC)C1c1ccc(O)cc1 (stereo unspecified)	5.5
CN(C)Cc1csc(Nc2ccc(C(=O)c3ccccc3)cc2)n1	0.7
Clc1cccc(Cl)c1CNc1ccc(N2CCCC2)cc1	8.1
O=C(NCc1cccnc1)c1ccc2sc([C@@H]3O[C@H](CO)[C@H](O)[C@H](O)[C@H]3O)nc2c1	0.1
CC(=O)N1CCc2c(sc(NC(=O)c3ccc([N+](=O)[O-])o3)c2C(N)=O)C1	37.6
CC(C)=CC(=O)NCC1CCN(C(=O)C(=O)c2cc3ccccc3o2)CC1	-0.6
CCOC(=O)C1C(C(=O)OCC)C(C)(C)C1N(C)C (stereo unspecified)	-2.2
COc1ccc(OC)c(C(O)c2ncc(-c3ccccc3OC)[nH]2)c1 (stereo unspecified)	1.7
Nc1c(Cl)ncnc1N/N=C/c1ccncc1	0.6
COC(=O)[C@@]12C[C@@H](CC(=O)NCc3cccc4ccccc34)C(=O)N(Cc3cccc4ccccc34)C1=CCC(C)(C)C2	0.1
CC(=NNc1cc(C)c2cc(C)ccc2n1)c1ccccn1	6.5
O=C(NCC(c1ccco1)N1CCCC1)c1cccc(S(=O)(=O)N2CCCCC2)c1 (stereo unspecified)	6.1
O=C(NC(c1ccccc1)c1cnccn1)C1CCN(CCCOc2ccccc2)CC1 (stereo unspecified)	2.4
CCc1nc2ccc(C(=O)N(CC)CCN(C)C)cn2c1N(C)Cc1ccc(OC)cc1	6.3
O=C(Cc1ccccc1)N/N=C/C=C/c1ccccc1[N+](=O)[O-]	-0.7

(list continues)
SMILES	NSD2 HMT inh
COc1ccc(-n2c(SCC(=O)Nc3ccc(Oc4ccccc4)cc3)nnc2-c2cccnc2)cc1	5.3
NS(=O)(=O)c1ccc(CCNc2ccn3nc(-c4cccc(C(F)(F)F)c4)cc3n2)cc1	-1.9
Cn1c(=O)c2cc(NC(=O)NCc3ccccc3)ccc2n1Cc1ccc(Cl)cc1	2.4
CCOc1ccccc1C(=O)NCC(=O)NNC(=O)c1csc(N2CCOCC2)n1	-1.3
COc1ccc(NC(=O)C2(C)CCN2Cc2ccccc2OC(F)F)cc1OC (stereo unspecified)	18.4
O=C(NC(=S)Nc1cccc(O)c1)C12CC3CC(CC(C3)C1)C2	6.3
O=C(Nc1oc2ccccc2c(=O)c1-c1ccccc1)c1ccco1	-1.4
COc1ccc(NS(=O)(=O)c2cc(NC(=O)Cc3ccccc3F)ccc2N2CCOCC2)cc1	-0.4
CN1CCN(C(=O)c2ccc3nc(-c4ccc(F)cc4)c(-c4ccc(F)cc4)nc3c2)CC1	4.1
CCC(=O)N1CCC(C)(C(=O)Nc2cc(OC)c(OC)c(OC)c2)C1 (stereo unspecified)	-2.4
O=C(NC1CC1)c1ccccc1	-1.0
CCN(Cc1ccncc1)Cc1c(O)ccc2cc(Br)ccc12	28.1
C=CCNc1ncnc2c1ncn2[C@H]1CN(Cc2cccs2)C[C@@H](CO)O1	-3.7
CCCN(CC(=O)Nc1ccccc1C)C(=O)c1cc2ccccc2oc1=O	-0.2
CC1(c2ccc(Cl)cc2)NC(=O)N(CC(=O)N2CCN(C(=O)c3cccs3)CC2)C1=O (stereo unspecified)	-0.9
COc1ccccc1CC(=O)NCc1csc(-c2cccs2)n1	-1.0
COc1ccc(-c2csc(C(O)c3ccccc3)n2)cn1 (stereo unspecified)	4.3
CSc1ccccc1-c1cnc2cccnn12	-5.5
CCCNC(=O)c1cc(C2CCCCN2S(=O)(=O)c2ccc(C#N)cc2)on1 (stereo unspecified)	-0.6
O=C(COC(=O)c1ccc(S(=O)(=O)N2CCCCC2)cc1)NC1CCCCC1	-1.8
CN(C)/C=C1\C(=O)Oc2ccccc2C1=O	10.8
Cn1c(SCC(=O)Nc2ccc3nc(SCC(=O)N4CCCC4)sc3c2)nnc1-c1ccccc1	0.1
Cc1ccc(-n2c(SCC(=O)c3ccc(-c4ccccc4)cc3)nnc2-c2ccc(C(C)(C)C)cc2)cc1	-2.3
CCOC(=O)C1(C)CCCN(C(=O)c2ccc(-c3ccccc3)cc2)C1 (stereo unspecified)	-4.2
CCOc1ccc2nc(NC(=O)CSc3nc4c(c(=O)n(C)c(=O)n4C)n3CC)sc2c1	-1.5

Next part:
SMILES	NSD2 HMT inh
CN(C)c1ccc(-c2ccnc3c2CC(C)(C(=O)Nc2ccccc2)O3)cc1 (stereo unspecified)	0.1
O=C(NC(c1ccccc1)c1ccsc1)C1CCN(Cc2ccc(Cl)c(Cl)c2)CC1 (stereo unspecified)	-2.9
Cc1cc(C(=O)N/N=C/c2ccc(-c3cccc(Br)c3)o2)n[nH]1	-1.9
COCCN(C(=O)COC(=O)CSc1cc(C)ccc1C)c1c(N)n(Cc2ccccc2)c(=O)[nH]c1=O	-6.6
O=C1NC(NS(=O)(=O)c2ccc(Cl)cc2)(C(F)(F)F)C(=O)N1CCc1ccccc1 (stereo unspecified)	-7.0
CCN=C1NC(c2cccc(Cl)c2)C(C(=O)OC)=C(C)N1Cc1ccc(C(F)(F)F)cc1 (stereo unspecified)	21.0
Cc1nc2ccc(C(=O)N3CCN(C(=O)c4ccco4)CC3)cn2c1N(C)C(=O)CCc1ccccc1	1.0
CCN1CCN(c2oc(-c3ccc([N+](=O)[O-])cc3)nc2C#N)CC1	-6.0
CCCn1nc(-c2ccccc2)c2nc3ccccc3nc21	-0.9
CCOc1ccc(-n2c(COc3ccc(Cl)cc3)nnc2SCC(=O)Nc2ccc(OCc3ccccc3)cc2)cc1	-0.9
Cc1ccccc1NC(=O)COC(=O)c1ccc(C)c(S(=O)(=O)N2CCCCC2)c1	-1.5
OC(c1ccc(F)cc1)c1ncc(-c2cccc(C(F)(F)F)c2)[nH]1 (stereo unspecified)	0.4
CCCCC(=O)N(C)c1c(CC)nc2c(OCc3cc(Cl)cc(Cl)c3)cccn12	-0.7
Cc1ccc(Nc2nc(NCC3CC3)nc3ccsc23)c(C)c1	-12.1
COc1ccc(NC(=O)CCNC(=O)N2CC(=O)Nc3ccccc32)cc1OC	0.1
O=C(CSc1nnc(-c2ccccc2)n1-c1ccccc1)NN=C/C=C\c1ccccc1[N+](=O)[O-]	3.0
CC1(C(=O)Nc2ccc3nc[nH]c3c2)CCN1C(=O)C/C=C/c1ccccc1 (stereo unspecified)	0.9
Cc1cccn(Cc2c(Cl)cccc2Cl)c1=O	1.6
CCCCNC(=O)C1C(c2ccccc2)=Nc2ccccc2N1C(=O)c1ccc(C)cc1 (stereo unspecified)	-1.8
CC(=O)c1ccc(OC2(C)CCN(Cc3cccn3-c3nccs3)C2)cc1 (stereo unspecified)	4.2
O=C(CSc1nc2ccccc2nc1N1CCOCC1)N1CCN(S(=O)(=O)c2cccc([N+](=O)[O-])c2)CC1	-5.9
CC(O)(c1ccc(F)c(F)c1)c1nc(-c2cnc3ccccc3c2)cs1 (stereo unspecified)	-1.1
COc1ccccc1CNC(=O)NNC(=O)CCn1nc(C)c([N+](=O)[O-])c1C	-0.8
CC(C)NC(=O)C1Cc2c(-c3ccc(Cl)cc3)ccnc2O1 (stereo unspecified)	-8.3
CCC(C)N(C(=O)COC(=O)c1ccc(N)c([N+](=O)[O-])c1)C1CCS(=O)(=O)C1 (stereo unspecified)	2.7

Sorted by value in NSD2 HMT inh (high to low): five from the list above.
SMILES	NSD2 HMT inh
CCc1nc2ccc(C(=O)N(CC)CCN(C)C)cn2c1N(C)Cc1ccc(OC)cc1	6.3
Cn1c(=O)c2cc(NC(=O)NCc3ccccc3)ccc2n1Cc1ccc(Cl)cc1	2.4
COc1cccc(CNc2nc(NCC3CC3)nc3ccsc23)c1OC	2.2
CN(C)Cc1csc(Nc2ccc(C(=O)c3ccccc3)cc2)n1	0.7
CCOc1ccc(-n2c(COc3ccc(Cl)cc3)nnc2SCC(=O)Nc2ccc(OCc3ccccc3)cc2)cc1	-0.9

The list continues.
SMILES	NSD2 HMT inh
CC(=O)c1ccc(S(=O)(=O)Nc2ccc(C(=O)NCC(c3ccco3)N3CCCC3)cc2)cc1 (stereo unspecified)	0.5
O=C1OC(C(Cl)(Cl)Cl)Nc2ccccc21 (stereo unspecified)	-1.3
O=C(NCCOc1ccccc1)c1cccc(S(=O)(=O)N2CCN(Cc3ccccc3)CC2)c1	0.5
COC(=O)c1ccccc1NC(=O)NCC1CCN(Cc2ccc(OC)cc2)CC1	12.6
C=CCn1c(-c2ccccn2)n[nH]c1=S	8.3
O=C(O)c1ccccc1N(c1ccccc1)c1ccccc1	16.5
O=C1CC(=O)Nc2ccccc2N1	-0.8
Cc1cc(C)cc(NS(=O)(=O)c2ccc(NC(=O)c3ccccc3C(=O)O)cc2)c1	-0.5
CNc1nc(-c2cccc(C(=O)N(C)C)c2)cn2ccnc12	-1.7
O=C1C(=C(c2ccccc2)N2CCOCC2)Cc2ccccc21	10.6
COc1cccc(CNc2nc3cc(-c4ccccc4)sc3c(=O)n2C)c1	0.4
COc1ccc(NC(=O)c2cc(C3CCCCN3C(=O)c3ccc4c(c3)CCO4)on2)c(C)c1 (stereo unspecified)	-0.6
CC1(C(=O)NCc2ccccc2)CN(S(C)(=O)=O)CC(=O)N1Cc1ccco1 (stereo unspecified)	-0.5
O=C(c1ccc(-n2cncn2)c2ccoc12)N1CCOCC1	0.2
COCCNC(=O)C1(C)CCCN(C(=O)c2ccccc2)C1 (stereo unspecified)	3.0
CCCCc1ccc(-c2noc(CCC(=O)NCC)n2)cc1	-3.1
CC1=NN(c2ccccc2)C(=O)C1CCC#N (stereo unspecified)	-0.9
CC(=O)OC[C@@H]1CN(Cc2ccccc2)C[C@H](n2cnc3c(NCC(C)C)ncnc32)O1	3.0
CSc1ccc(CN2CCC(C)(Oc3ccc(CC#N)cc3)C2)cc1 (stereo unspecified)	36.1
